Assay outcomes as filed in PubChem BioAssay.
Dynein transport: inhibitors of GR-EGFP nuclear translocation, primary screen, dynein cargo transport inhibitor project, imaging, high-content, 3617.4 mouse cells; test concentration mostly 20 µM; stimulated with dexamethasone, 1 µM; hits give low values; z-score, hits read low; actives 0.47% (n = 220,000); AID 1381, 2008;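 active = plate z-score of nuclear minus cytoplasmic receptor signal below a set negative limit, without overly bright fluorescence or cell loss, cut at about -3.5 in these data, passing the limit was not always enough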;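 also: z-score of nuclear minus cytoplasmic ring GR-EGFP intensity difference per well; some compounds called inactive have numbers as strong as hits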
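Buffer or medium: Induction medium lacking tetracycline, stripped serum | Also added: Dexamethasone agonist, 1.0 µM final, for 30 min | Timing: 48 h induction, 1 h compound, 30 min dex at 37 °C | Detection: Formaldehyde fixation, Hoechst nuclear stain, 10x automated fluorescence imaging | Measure: Nuclear versus cytoplasmic GR-EGFP signal, averaged per well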
NOD1 NF-kB reporter: NOD1 signaling inhibitors, primary screen, cell-based, luminescence, uHTS (AID 1578) | NOD1-driven NF-kB luciferase reporter cells, luminescence; higher % means a stronger effect | inhibition, % at 4 µM; hits with a dose series show EC50 in µM | actives 1% (n = 290,000); in the data active = inhibition mostly above about 36%, no sharp cut-off; inactive = mostly below about 34%;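 also: HEK-293T reporter cells stimulated with the NOD1 agonist gamma-tri-DAP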
M1AAP inhibition: P. falciparum M1AAP inhibitors, biochemical, fluorogenic H-Leu-NHMec substrate, 1536-well (AID 1445); Aminopeptidase N (Plasmodium falciparum (isolate 3D7)); inhibition, % at 30 µM, or IC50 in µM where a hit was titrated; actives 0.42% (n = 220,000); recombinant M1AAP, H-Leu-NHMec fluorogenic kinetic assay; higher % means a stronger effect;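 active = primary inhibition above the hit cutoff, then over 50% inhibition at one or more dose response concentrations, cut at about 23% in these data, passing the limit was not always enough; inconclusive = conflicting primary data, or primary hits not chosen for dose response; inactive = low primary inhibition, or under 50% at every dose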;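 also: plate controls were DMSO full reaction for no effect and no enzyme background for full effect; strong numbers were not always called active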
KOR beta-arrestin-1: KOR antagonists, beta-arrestin recruitment, cell-based, luminescence, uHTS (AID 1778). Kappa-type opioid receptor (Homo sapiens). KOR beta-arrestin recruitment, luminescence, antagonist mode; higher % means a stronger effect. one-dose inhibition, % at 10 µM; IC50 in µM for titrated hits. actives 0.091% (n = 290,000); also: strong numbers were not always called active
KOR beta-arrestin-2: KOR agonists, beta-arrestin recruitment, primary screen, cell-based, luminescence, uHTS (AID 1777) | KOR beta-arrestin recruitment, luminescence; higher % means a stronger effect | activation, % at 10 µM, or EC50 in µM where a hit was titrated | actives 0.02% (n = 280,000); in the data active = activation above about 50%, passing the limit was not always enough; also: a part of the inactive calls stands beside numbers as strong as those of hits
M17LAP inhibition: P. falciparum M17LAP inhibitors, primary screen, biochemical, fluorogenic H-Leu-NHMec substrate, 1536-well (AID 1619) | recombinant M17LAP, H-Leu-NHMec fluorogenic kinetic assay; higher % means a stronger effect | inhibition, % at 30 µM, or IC50 in µM where a hit was titrated | actives 0.38% (n = 220,000);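 active = compound inhibiting the enzyme by more than half at any dose during confirmatory dose-response retesting; inconclusive = strong single-dose inhibitors picked by rank but not retested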;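 also: plate controls were full reaction with DMSO carrier for no effect and no enzyme background for full effect; strong numbers were not always called active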
HEK293 NOD2/NF-kB: NOD2 signaling inhibitors, cell-based, luminescence, uHTS, HEK293 (AID 1566); HEK293 NOD2/NF-kB luciferase reporter, luminescence; higher % means a stronger effect; actives 0.63% (n = 290,000); one-dose inhibition, % at 4 µM; EC50 in µM for titrated hits; also: many of its hits are not listed in these tables
GPR55 beta-arrestin: GPR55 agonists via beta-arrestin recruitment, primary screen, imaging, U2OS cells, beta-arrestin-GFP redistribution (AID 1961). U2OS GPR55 beta-arrestin-GFP redistribution imaging; higher % means a stronger effect. activation, % at 10 µM; hits with a dose series show EC50 in µM. actives 0.048% (n = 290,000);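 active = activation above 40% with more than 50 cells counted in the well; inconclusive = wells holding fewer than 50 cells, flagged as toxic or sparse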;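 also: U2OS osteosarcoma cells stably expressing GPR55 and beta-arrestin-GFP; plate controls were DMSO negative control for no effect and LPI positive control for full effect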
AID2073: inhibitors of Mint1-CaV2.2 protein interaction, biochemical, HTRF (AID 2073); inhibition, % at 20 µM, or IC50 in µM where a hit was titrated; HTRF protein-protein interaction, Mint1-CaV2.2; higher % means a stronger effect; Voltage-dependent N-type calcium channel subunit alpha-1B (Homo sapiens); actives 0.19% (n = 290,000); in the data active = inhibition mostly above about 51%, no sharp cut-off; inconclusive = no clear call, values can overlap the other calls; inactive = mostly below about 53%; also: some results filed as inactive read as strong as hits
Dynein transport cytoplasmic EGFP: recorded beside Dynein transport, whose call it bears; z-score; measured here: cytoplasmic GR-EGFP intensity; hits give high values
Dynein transport nuclear GR-EGFP: also measured in Dynein transport; calls as there; z-score; measured here: nuclear GR-EGFP intensity;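 lower value marks the stronger effect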
Dynein transport cell count: further read-out of Dynein transport, marked with its call; z-score; measured here: cell count per field
* marks the source's active call; other numbers are inactive results; i = inactive; ? = inconclusive; nt = not tested or not shown; [ ] = another dose, or the depositor's remark. Rule as the data show it, unless noted: active = inhibition above about 50%; inactive = the rest. Only part of the results is shown (hit frequency here may not be typical).

SMILES | Dynein transport | Dynein transport cytoplasmic EGFP | Dynein transport nuclear GR-EGFP | Dynein transport cell count | NOD1 NF-kB reporter | M1AAP inhibition | KOR beta-arrestin-1 | KOR beta-arrestin-2 | M17LAP inhibition | HEK293 NOD2/NF-kB | GPR55 beta-arrestin | AID2073
COc1ccccc1NC(=O)CN1CCOCC1 | nt | nt | nt | nt | 2% | nt | -53%[20 µM] | -1.8% | nt | 7% | 0.5% | 5%
CC(=O)c1nc(N2C(=O)C3CC=C(C)CC3C2=O)sc1C (stereo not drawn) | -2 | -0.086 | -1.2 | 1.5 | -14% | 0% | -23% | 1.8% | 7% | 3% | -0.1% | 0%
CN(C)C(=O)c1nc2ccc(Cl)cn2c1CN1CCCC(OCc2cccnc2)C1 (stereo not drawn) | 1.2 | 0.1 | 1 | -2.4 | -23% | -9% | -20%[20 µM] | nt | -9% | 1% | -0.1% | 2%
Cc1ccc(S(=O)(=O)N2CCN(CC(=O)N/N=C/C=C/c3ccccc3)CC2)cc1 | -0.54 | -0.2 | -0.11 | 0.58 | -6% | 0% | -31% | 0.3% | -8% | 7% | -0.1% | -3%
O=C(NC(=S)NN1CCCCC1c1cccnc1)c1ccc(Br)cc1 (stereo not drawn) | -1.3 | -0.26 | -0.61 | 0.86 | 1% | ? | 0% | 1.6% | 1% | 20% | 0.3% | -12%
CCOc1ccc(C(=O)NC(C)CCc2ccccc2)cc1 (stereo not drawn) | nt | nt | nt | nt | 14% | nt | 17%[20 µM] | -2.3% | nt | -40% | -0.1% | 28%
C=C(C)c1cccc(C(C)(C)NC(=O)NCCCN2CCCC2=O)c1 | -0.71 | -0.17 | -0.48 | 0.43 | -9% | 3% | -25% | -12% | 1% | -1% | 0.2% | -8%
COc1ccc(NC(=S)NCC2CCN(c3ccc(OC)cc3)C2)cc1 (stereo not drawn) | -0.038 | -0.24 | 0.07 | 0.42 | -1% | 13% | 22% | 11% | -7% | -8% | -0.2% | -19%
CCC(=O)Nc1sc(Cc2ccc3c(c2)OCO3)c(C)c1C(N)=O | 0.1 | -0.24 | 0.65 | -0.21 | -10% | 7% | -11% | -3.6% | 9% | 5% | -0.1% | -23%
Cc1cccc(C(=O)OCC(=O)c2ccc3c(c2)OCO3)c1O | nt | nt | nt | nt | -50% | nt | 0% | 2.3% | nt | -5% | -0.1% | 10%
COc1ccc(Nc2nc(NCCN3CCOCC3)nc(Nc3ccc(OC)cc3)n2)cc1 | nt | nt | nt | nt | -14% | nt | -35% | 5.4% | nt | 4% | 0.6% | 7%
COc1ccc(-c2nc3ccccc3o2)cc1OC | nt | nt | nt | nt | -43% | nt | -3%[20 µM] | -0.3% | nt | -16% | -0.1% | -2%
CCCCc1cc(=O)oc2cc(OCc3cc(OC)c(OC)c(OC)c3)c(Cl)cc12 | 0.82 | -0.22 | 0.031 | -0.54 | -22% | -4% | -16% | 27% | -10% | 2% | -0.3% | 26%
COc1ccccc1OCc1nc(-c2ccc([N+](=O)[O-])cc2)no1 | -0.0064 | -0.32 | -0.47 | 0.69 | -37% | 1% | -4% | -0.9% | -6% | -12% | -0.1% | 20%
CC1(C)Oc2ccc(C(=O)NC3CC3)cc2N(CC(=O)N2CCOCC2)C1=O | -0.15 | -0.2 | 0.49 | -0.13 | -22% | -6% | 7% | 3.0% | -7% | -7% | 0.2% | -5%
CCOC(=O)c1c(NC(=O)CSc2nc3nc(C)cc(C)n3n2)sc(CC)c1C | -0.45 | -0.22 | 0.052 | -0.091 | -23% | 0% | 15% | 8.6% | 9% | 12% | -0.3% | 17%
COc1ccc(NC(=O)CCS(=O)(=O)c2cc3c(cc2C)NC(=O)CO3)cc1 | nt | nt | nt | nt | 4% | nt | -12%[20 µM] | -2.9% | nt | 18% | 0.0% | -7%
CCC(C)NC(=O)C1CCN(c2nc(OC)nc(OC)n2)CC1 (stereo not drawn) | 0.86 | -0.26 | 0.29 | 1.1 | -45% | 3% | -49% | 1.6% | -12% | -24% | -0.2% | -7%
COc1ccc(C)cc1S(=O)(=O)N1CC(C)OC(C)C1 (stereo not drawn) | 0.31 | -0.18 | 0.05 | -0.024 | -24% | 2% | -15%[20 µM] | nt | 0% | 8% | -0.1% | 13%
CSc1ccc(OC2CCCCC2NS(=O)(=O)c2ccccc2)cc1 (stereo not drawn) | -0.046 | 0.047 | 0.22 | -0.84 | -17% | 2% | -10% | 3.2% | 7% | -11% | -0.3% | 20%
CCOC(=O)C(=CNc1ccccc1C)C(=O)OCC | 0.31 | -0.21 | -0.15 | -0.22 | -21% | 2% | -23% | 3.5% | 1% | 21% | -0.2% | 7%
CCN(CC)CCCNC(=O)c1ccccc1NC(=O)C1=CSCCO1 | nt | nt | nt | nt | -20% | nt | -14% | 1.4% | nt | 2% | 0.3% | 3%
Cc1cc(N)n(-c2ccc(S(=O)(=O)c3ccc(C(C)C)cc3)cc2)n1 | -0.26 | -0.13 | -0.057 | 0.8 | 2% | 16% | -2% | 0.4% | 0% | 23% | -0.1% | 7%
OC(COc1ccc2ccccc2c1)Cn1cncn1 (stereo not drawn) | 0.43 | -0.25 | 0.17 | 0.38 | 4% | 0% | 8% | 1.3% | 34% | 9% | -0.4% | -3%

In the list so far, 2 contain two or more sulfur atoms.
SMILES | Dynein transport | Dynein transport cytoplasmic EGFP | Dynein transport nuclear GR-EGFP | Dynein transport cell count | NOD1 NF-kB reporter | M1AAP inhibition | KOR beta-arrestin-1 | KOR beta-arrestin-2 | M17LAP inhibition | HEK293 NOD2/NF-kB | GPR55 beta-arrestin | AID2073
CCOC(=O)c1c(NC(=O)CSc2nc3nc(C)cc(C)n3n2)sc(CC)c1C | -0.45 | -0.22 | 0.052 | -0.091 | -23% | 0% | 15% | 8.6% | 9% | 12% | -0.3% | 17%
CSc1ccc(OC2CCCCC2NS(=O)(=O)c2ccccc2)cc1 (stereo not drawn) | -0.046 | 0.047 | 0.22 | -0.84 | -17% | 2% | -10% | 3.2% | 7% | -11% | -0.3% | 20%

Remaining list, next part:
SMILES | Dynein transport | Dynein transport cytoplasmic EGFP | Dynein transport nuclear GR-EGFP | Dynein transport cell count | NOD1 NF-kB reporter | M1AAP inhibition | KOR beta-arrestin-1 | KOR beta-arrestin-2 | M17LAP inhibition | HEK293 NOD2/NF-kB | GPR55 beta-arrestin | AID2073
O=C(Nc1ccccc1)NN(C(=O)CCl)c1ccccc1 | nt | nt | nt | nt | 74%* | nt | -19% | 8.0% | nt | 14% | -0.2% | 10%
NC(=O)CSc1nnc(-c2ccncc2)n1-c1ccc(Cl)cc1 | -0.72 | -0.24 | -0.27 | 0.71 | -9% | 2% | 29% | 1.3% | -1% | 19% | -0.5% | 4%
CCOc1ccc(/C=C/[N+](=O)[O-])c2ccccc12 | -3.9* | 1.7* | -1.5* | -0.92* | 5% | 11% | -51% | 1.7% | -9% | 1% | 0.6% | -20%
N#Cc1nc(-c2cccs2)oc1NCCCN1CCOCC1 | -0.46 | -0.23 | -0.22 | 0.21 | -5% | 13% | 34% | -6.0% | i | 20% | -0.3% | 47%
CCCn1c(N)c(Sc2ccccc2[N+](=O)[O-])c(=O)n(CCC)c1=O | nt | nt | nt | nt | -2% | nt | -20% | -4.2% | nt | 19% | 0.3% | 29%
O=C(O)/C=C/c1ccccc1Oc1ccccc1 | nt | nt | nt | nt | -21% | 11% | -9% | -0.2% | 13% | 16% | 0.7% | 2%
Cn1c(CSc2ncn[nH]2)nc2ccccc21 | -0.32 | -0.23 | 0.25 | -0.058 | 2% | -3% | -15% | 2.0% | -18% | -9% | -0.2% | -2%
O=C(NCc1ccc(Cl)cc1)C(=O)NCC1OCCN1S(=O)(=O)c1ccc2c(c1)OCCO2 (stereo not drawn) | 0.58 | 0.87 | 1.5 | -1.1 | -24% | -3% | 10% | -2.4% | 7% | 1% | 0.2% | 6%
CN(C(=O)c1ccco1)c1nc(CC(=O)Nc2ccccc2)cs1 | 0.21 | -0.26 | 0.53 | 0.42 | -36% | 0% | 8% | -5.8% | 6% | -11% | -0.1% | -7%
Cc1nc2sc(C(c3ccccc3)N3CCN(c4ccccc4F)CC3)c(O)n2n1 (stereo not drawn) | 0.66 | -0.26 | 0.19 | 0.66 | -15% | -6% | 2% | -2.4% | -3% | -3% | -0.1% | -3%
CC(C)C(=O)Nc1ccc(-c2nc3ncccc3o2)cc1 | nt | nt | nt | nt | -53% | nt | -21%[20 µM] | -4.0% | nt | -60% | 0.5% | 10%
COc1ccc(CCCc2n[nH]c(=S)n2C)cc1C | 0.33 | -0.18 | 0.2 | -0.074 | -18% | -8% | 14% | -3.1% | -5% | 12% | 0.1% | 45%
CCOc1ccc(NC(=O)N2CCC(c3nc4ccccc4[nH]3)CC2)cc1 | -0.14 | -0.16 | 0.078 | 0.42 | -41% | -1% | -18% | 6.2% | -3% | -16% | 0.4% | -2%
O=C1CCc2cc(S(=O)(=O)NC(Cc3ccccc3)C(=O)NC3CCCC3)ccc2N1 (stereo not drawn) | 1 | 0.024 | 0.69 | 0.81 | -11% | -3% | -14% | -5.8% | 1% | 12% | -0.1% | -2%
Cc1ccccc1OCC(O)CN1CCN(c2ccccn2)CC1 (stereo not drawn) | -1.1 | -0.36 | -0.71 | 2.5 | -7% | 0% | 1% | 1.9% | -6% | 11% | 0.7% | -8%
Cc1cccc(CCNc2nc3ccc(C)cc3n3cnnc23)c1 | nt | nt | nt | nt | -8% | nt | 0% | -0.7% | nt | 12% | 0.0% | 6%
COc1ccc(/C=N/NC(N)=S)cc1 | -0.38 | -0.09 | 0.7 | -1 | -8% | 4% | 5% | 0.4% | 11% | 1% | -0.3% | 16%
O=c1ncn(-c2ccc(F)cc2)c2ncccc12 | -0.15 | -0.26 | -0.082 | 0.37 | -55% | 4% | -12% | -7.2% | -2% | 2% | -0.1% | 11%
CC(C)OC(=O)c1ccc(NC(=S)NC(=O)c2cncc(Br)c2)cc1 | nt | nt | nt | nt | 6% | nt | 15% | -3.0% | nt | 19% | -0.1% | -3%
